Assay outcomes (PubChem BioAssay)
sEH act: increases human soluble epoxide hydrolase activity; purified human sEH enzymatic activity, activator screen; activation, % at 2 µM; 91,000 tested, 0.04% active; AID 717; in the data active = activation above about 37%; also: values of inactives mirror those of a sister screen read the other way
S1P2 agonist: S1P2 (human) receptor agonism | O95136 | S1P2-expressing cell line, agonist reporter read-out | activation, % at 4.5 µM | 97,000 tested, 0.46% active; in the data active = activation above about 16%;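 also: 0% = vehicle low control and 100% = maximal reference agonist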
Target sequence (O95136 whole entry, looked up): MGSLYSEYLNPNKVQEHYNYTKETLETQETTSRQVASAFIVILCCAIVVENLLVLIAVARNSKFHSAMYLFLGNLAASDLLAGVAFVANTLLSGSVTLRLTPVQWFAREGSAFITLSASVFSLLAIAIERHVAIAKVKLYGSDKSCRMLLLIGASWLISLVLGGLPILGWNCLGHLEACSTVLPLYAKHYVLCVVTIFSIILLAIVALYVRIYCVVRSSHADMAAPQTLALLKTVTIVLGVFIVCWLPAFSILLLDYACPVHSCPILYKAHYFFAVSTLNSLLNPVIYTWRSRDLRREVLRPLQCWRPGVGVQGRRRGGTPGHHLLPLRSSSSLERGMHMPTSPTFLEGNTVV
S1P2 antag: blocks the human S1P2 receptor | cell-based S1P2 antagonist assay, inhibition at 5 uM | 97,000 tested, 0.21% active | AID 736 | inhibition, % at 5 µM; in the data active = inhibition above about 45%;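 also: CRE beta-lactamase reporter cells expressing human S1P2 stimulated with S1P; 0% = agonist at EC80 alone and 100% = agonist plus reference antagonist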
PostGolgi yeast: growth inhibition of a yeast mutant, post-Golgi transport screen | post-Golgi transport phenotypic cell assay | inhibition, % at 10 µM | 98,000 tested, 0.9% active | AID 739;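 also: yeast cells grown in 1536-well plates; yeast grown about 18 h at 30C before absorbance read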
PostGolgi ctrl: inhibits growth of the yeast control strain. efflux-deficient yeast background strain, growth absorbance A615, 16 h. inhibition, % at 10 µM. 98,000 tested, 5% active
CYP2C19 activ: activators of human cytochrome P450 2C19 | activation factor at 5 µM | AID 1025 | P33261 | 96,000 tested, under 10 active | recombinant CYP2C19, luciferin-H EGE luminescence; hits give high values; 0 = fully inhibited enzyme, 1 = untreated enzyme;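 active = activation factor of at least 2 at 5 µM in the primary screen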;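 also: 0 = wells with 2.5 mM tranylcypromine and 1 = vehicle-only wells; values of inactives mirror those of a sister screen read the other way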
sEH inh: soluble epoxide hydrolase (human) inhibition | P34913 | recombinant human sEH enzymatic activity assay | inhibition, % at 2 µM | 91,000 tested, 0.34% active; in the data active = inhibition above about 80%; also: values of inactives mirror those of a sister screen read the other way; many of its hits are not listed in these tables
CYP2C19 inhib: inhibitors of human CYP2C19; P33261; CYP2C19 Supersomes, luciferin-H EGE luminescence, 30 min; inhibition, % at 5 µM; 96,000 tested, 21% active; AID 778;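 active = CYP2C19 inhibition above a set limit at 5 µM in the primary screen, cut at about 50% in these data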;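 also: plate controls were negative control wells for no effect and 2.5 mM tranylcypromine positive control for full effect; values of inactives mirror those of a sister screen read the other way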
DAT uptake mod: changed human dopamine transporter uptake under cocaine IC80. Q01959. LLC-PK1 hDAT cells, [14C]-dopamine uptake with cocaine IC80; actives deviate in either direction. B-score at 10 µM. 110,000 tested, 1.3% active. AID 449768;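 active = Z score or B-score, a plate-position-corrected score, falls beyond the plate's 99.7% confidence bounds, in either direction; inactive = both scores lie inside the 99.7% bounds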;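 also: scored against the spread of the other compound wells on the same plate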
Target sequence (Q01959 whole entry, looked up): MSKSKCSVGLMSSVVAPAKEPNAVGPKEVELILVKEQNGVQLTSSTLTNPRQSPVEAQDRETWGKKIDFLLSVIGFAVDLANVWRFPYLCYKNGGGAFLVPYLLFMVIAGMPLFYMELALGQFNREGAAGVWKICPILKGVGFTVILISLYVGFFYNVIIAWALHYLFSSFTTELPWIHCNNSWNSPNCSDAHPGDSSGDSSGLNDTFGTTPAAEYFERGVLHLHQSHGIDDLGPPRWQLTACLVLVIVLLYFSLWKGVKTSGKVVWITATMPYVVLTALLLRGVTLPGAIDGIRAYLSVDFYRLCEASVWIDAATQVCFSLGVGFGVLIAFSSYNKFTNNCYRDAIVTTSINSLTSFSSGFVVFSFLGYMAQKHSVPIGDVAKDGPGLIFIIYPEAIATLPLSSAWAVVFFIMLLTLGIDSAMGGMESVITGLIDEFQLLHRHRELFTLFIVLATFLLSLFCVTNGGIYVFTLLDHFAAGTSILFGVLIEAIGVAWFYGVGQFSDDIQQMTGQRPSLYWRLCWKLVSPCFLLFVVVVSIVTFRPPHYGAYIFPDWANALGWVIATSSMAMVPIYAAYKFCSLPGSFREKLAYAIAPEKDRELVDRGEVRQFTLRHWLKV
Active calls of the source: *; / = not tested or not shown. Rule as the data show it, unless noted: active = inhibition above about 30%; inactive = the rest. Outcome played no part in choosing rows; about 24% have a hit in one of these screens.

molecule	sEH act	S1P2 agonist	S1P2 antag	PostGolgi yeast	PostGolgi ctrl	CYP2C19 activ	sEH inh	CYP2C19 inhib	DAT uptake mod
CCc1[nH]nc2c1C1(C(=O)N(Cc3ccccc3)c3ccccc31)C(C#N)=C(N)O2 (centres undefined)	5.1	1.7	-6.0	2.8	4.2	0.1	-4.9	85.1*	1.41
Cc1ccc(-c2nn(-c3ccccc3)cc2CN(Cc2ccccc2)C(=O)c2ccco2)o1	-10.8	-6.8	-10.4	-1.4	15.0	0.7	13.5	25.8	-1.24
N#Cc1ccc(-c2ccc(Cl)cc2)nc1SCC(=O)c1cccc(Cl)c1	5.3	-7.2	-6.3	-2.1	7.5	1	-6.2	2.8	1.27
COc1cc(/C=N\NC(=O)c2ccc(=O)[nH]n2)cc(OC)c1OC	-3.3	-3.5	3.5	4.0	7.5	1	7.2	-1.9	0.124
O=C(O)[C@H](Cc1ccccc1)N1Cc2ccccc2C1=O	8.3	-4.1	22.6	-1.6	14.0	1.2	-6.5	-20.8	/
CC1(C)CC(=O)C2=C(C1)NC(=O)CC2c1ccccc1F (centres undefined)	13.0	-8.2	-15.8	-1.4	2.8	0.9	-13.7	14.0	-0.963
CC(C)Oc1ccc(/C=N/NC(=O)C(CSCc2ccccc2)NC(=O)c2ccc([N+](=O)[O-])cc2)cc1 (centres undefined)	-1.8	-2.2	-19.2	/	/	/	4.5	/	-6.05*
CCOc1cc(S(=O)(=O)NC2CCCC2)ccc1Cl	-3.7	-9.4	2.0	-1.9	6.7	0.6	3.8	38.3	0.742
Cc1ccc(C(=O)CSc2nnc(COc3cc(C)cc(C)c3)o2)cc1	-10.3	-5.1	0.9	-6.7	2.7	0.9	10.0	6.8	-0.883
N#Cc1cnn2c(-c3ccccc3)ccnc12	9.6	-3.2	-5.5	-1.1	-2.7	0.8	-8.5	19.6	-0.801
COc1ccc(-c2ccc(/C=C3\C(=O)N(c4ccccc4)N=C3c3ccccc3)o2)c([N+](=O)[O-])c1	-1.1	-2.6	-1.9	-5.2	11.6	0.4	3.8	55.9*	0.369
COc1cc(OC)cc(C(=O)NC(=S)Nc2ccc3c4c(cccc24)CC3)c1	6.9	0.2	5.9	12.7	4.8	1.1	-8.0	-9.9	-0.52
O=C(Nc1ccc2c(c1)OCCO2)c1cnccn1	-3.1	-7.1	-0.6	-8.7	14.2	0.9	5.3	14.5	-0.188
COCCN1Cc2cccc(C(=O)Nc3cc(OC)ccc3OC)c2C1=O	/	/	/	-4.4	16.9	0.8	/	16.1	/
Cc1ccc(NC(=O)Nc2cccs2)cc1	/	/	/	2.5	37.9*	0.6	/	41.0	0.0175
COc1cccc(NC(=O)Cn2c(=O)n(CC3CCCO3)c(=O)c3ccccc32)c1 (centres undefined)	-15.8	-9.0	3.1	3.5	1.2	0.4	17.7	62.6*	0.733
CCN(CC)S(=O)(=O)c1cccc(C(=O)N2CC(O)CC2C(=O)OC)c1 (centres undefined)	15.2	-6.7	8.2	2.1	10.2	1	-15.6	-4.8	-2.46
Cc1ccc(-c2nnc(SCC(=O)N3c4ccccc4NC(=O)C3(C)C)n2N)cc1	0.7	-5.6	16.4	10.2	-1.5	1	2.6	3.9	1.07
CCOc1ccc(Nc2oc(Cc3ccccc3)nc2C#N)cc1	-5.2	-3.8	1.3	-5.7	7.3	0.7	2.8	30.6	-0.0746
CCN1CCN(C(=O)c2cc3cc4ccc(OC)cc4nc3s2)CC1	-6.6	-0.8	-24.7	1.5	1.2	1.1	7.1	-9.4	0.535
COc1ccc(C(=O)Nc2ccc(S(=O)(=O)Nc3onc(C)c3C)cc2)cc1	-15.3	-0.6	3.4	9.2	-1.6	1.2	13.6	-20.3	-2.53
Cc1ccc(C2C(C(=O)O)c3ccccc3C(=O)N2C)o1 (centres undefined)	5.5	-2.8	-3.9	20.4	12.0	1	-6.0	-3.4	-0.0647
O=C(OCC(=O)N1CCN(c2ccccc2)CC1)c1cccc(Cl)c1	7.4	-4.4	17.4	/	/	/	-4.8	/	-1.22
Cc1ccc(CNC(=O)c2cc3c(=O)n(C)c4ccccc4c3n2C)cc1	/	-1.8	-13.0	-4.0	-3.6	1	/	-1.9	-0.827
CCOC(=O)C1C(=O)CC(C)(O)C(C(=O)OCC)C1c1ccc(Br)cc1 (centres undefined)	/	-4.3	-5.4	2.9	11.1	0.6	/	38.4	0.00939
CC(C)C1=NN(C(=O)c2cccnc2)C(O)(C(F)(F)F)C1 (centres undefined)	-1.4	-4.0	1.9	-4.5	-5.5	0.6	3.6	41.2	-1.34
O=C(NCC1COc2ccccc2O1)Nc1ccccc1F (centres undefined)	/	/	/	-8.8	1.1	0	/	95.5*	-1.46
Cc1ccc(OCC(=O)N2CCN(C(=O)CCC3CCCC3)CC2)cc1	7.7	-0.7	-14.5	-0.3	0.4	0.4	-5.1	56.2*	-0.07
CN1CCN(C/C(=C2/N=C(c3ccccc3)OC2=O)N(C)C)CC1	4.0	-2.4	27.0	-5.2	26.0	1.1	-2.9	-7.5	2.13
Cc1ccc(C(=O)c2coc3ccc(OCC(=O)O)cc23)cc1	-2.7	-1.6	9.6	3.0	11.3	1	6.0	3.3	0.408
CCCn1c(C(O)c2ccc(OCC)cc2)nc2ccccc21 (centres undefined)	6.3	-4.2	-7.9	10.8	-0.6	0.1	-7.2	90.6*	0.385
Cc1csc(Sc2ccc([N+](=O)[O-])cc2C(=O)OCC(=O)NC2CCCC(C)C2C)n1 (centres undefined)	/	-3.8	10.2	-1.1	5.3	0.4	/	57.8*	-0.78
O=c1cc2n(c(=O)[nH]1)CCC1=C2CCCC1	-2.1	-6.6	6.9	-2.2	-0.9	1	3.5	-0.2	0.111
CCOc1ccc(S(=O)(=O)N(CC(=O)N/N=C/c2cccs2)c2ccc(C)cc2)cc1	0.1	-6.6	3.1	-4.3	9.8	0.5	-2.1	52.6*	-0.0268
CCCCOc1c(Br)cc(/C=C2\N=C(C)OC2=O)cc1OCC	0.6	-5.4	11.6	0.0	-0.3	0.9	-1.8	5.5	-0.0121
CCOC(=O)C1C(=O)C=C(/C=C/c2ccccc2)CC1c1ccc(Cl)cc1 (centres undefined)	-5.6	-4.5	11.0	9.2	15.7	0.9	7.2	9.5	0.383
CCCN=CC1=C(O)CC(c2ccccc2)CC1=O (centres undefined)	-1.9	-1.5	3.5	/	/	/	4.2	/	0.153
COc1ccc(N2CCN(C(=O)CN3C(=O)c4ccccc4S3(=O)=O)CC2)cc1	-4.1	-9.0	-1.0	9.8	16.1	1	6.0	-0.6	-0.113
O=S(=O)(NCCSc1nnnn1-c1ccccc1)c1cccs1	-2.4	-10.0	-1.5	-4.8	6.6	0	4.8	98.6*	0.269
CC(C(=O)OCn1nnc2ccccc2c1=O)N1C(=O)c2ccccc2C1=O (centres undefined)	3.1	-2.9	-4.8	9.4	27.1	1.1	-0.1	-6.9	-0.42
COCCNCC(=O)NCC12CC3CC(CC(C3)C1)C2	-1.6	-1.5	-5.0	-2.8	7.1	1	-1.0	3.8	-0.714
CCc1c(C#N)c(SCCC(=O)Nc2ccc(F)cc2)nc2c1C(=O)CC(C)(C)C2	-4.6	-3.4	8.3	-12.0	10.4	0	7.1	97.6*	1.45
CC/C(C)=C1\SC(N2CCOCC2)=NC1=O	-6.3	-1.0	7.9	-1.9	6.2	1	4.6	4.2	0.0715
C=CCn1c(Cc2csc(N)n2)nnc1SCC(=O)Nc1ccc(C(=O)OCC)cc1	-6.2	-1.9	-9.3	6.3	6.8	0.7	9.0	31.7	1.26
COCCN(CC(=O)NCC1CCCO1)C(=O)CCC(=O)Nc1cc(C)on1 (centres undefined)	15.6	-2.1	6.0	-1.9	-4.4	1.2	-18.4	-17.1	-1.42
Cn1c(=O)c2c(-c3cccc(F)c3)c3c(nc2n(C)c1=O)-c1ccccc1C3O (centres undefined)	-4.3	-2.4	20.3	-1.1	4.1	1.1	7.0	-13.7	1.74
COc1ccc(C(=O)CSc2nnnn2Cc2ccccc2)cc1	3.4	-7.8	-14.2	-5.2	18.5	0.4	-3.2	59.9*	0.176
Cc1cccc(OCCCCCn2ccnc2)c1C	3.3	-1.7	11.3	6.7	-8.6	0	-4.1	100.2*	-0.801
O=C(C1Cc2ccccc2CN1S(=O)(=O)c1ccc(F)cc1)N1CCCCC1 (centres undefined)	9.9	-0.9	-18.0	0.4	12.4	0.8	-10.5	19.0	-0.204
CCOc1ccc(OCC)c(NC(=O)C2CCN(c3ncccn3)CC2)c1	-2.0	-1.9	-19.8	-3.5	4.7	0.7	3.2	29.6	1.34
CCNS(=O)(=O)c1ccc(NC(=O)c2ccccc2)cc1	-15.1	-4.5	7.1	16.6	-4.9	0.9	13.4	12.9	0.198
N#CC1=C2SCN(Cc3ccccc3)CN2C(=O)CC1c1cccs1 (centres undefined)	2.7	-1.2	5.2	-12.6	17.4	0.5	-2.0	51.1*	-1.35
c1ccc(-c2nc3c(ccc4ccccc43)[nH]2)nc1	4.1	-7.5	-3.8	/	/	/	-1.1	/	4.12*
CCOc1ccc2c(c1)cc(CN(C(=O)CC)C1CCCCC1)c1nnnn12	/	/	/	-13.2	12.3	0.7	/	32.5	0.819
CC12CCC(C(=O)Nc3ccccc3)(C/C1=N\O)C2(C)C (centres undefined)	1.8	-9.3	1.8	-4.6	0.5	0.2	-1.2	78.3*	0.223
c1ccc(-c2noc(CSc3nnc(Cc4cccs4)n3-c3ccccc3)n2)cc1	7.7	-6.9	4.1	-2.6	11.2	/	-9.6	/	1.9
CCCn1c(=O)c2ccccc2n2c(SCC(=O)/C(C#N)=C(\C)N)nnc12	/	-7.4	-9.8	-1.9	11.4	1	/	4.2	0.26
COc1ccc(-n2c(SCC(N)=O)nnc2-c2ccc(NS(=O)(=O)c3ccc(C)cc3)cc2)cc1	-6.6	-3.5	8.9	-1.8	-9.3	0.8	4.7	17.7	-0.279
COc1cc(NC(=O)c2ccco2)c(OC)cc1NC(=O)Nc1ccccc1Cl	20.8	-5.9	26.7	-3.6	-7.0	0.2	-19.3	84.7*	-0.0917
CCOC(=O)c1ccc(NC(=O)C2CCN(S(=O)(=O)c3ccccc3)CC2)cc1	-12.2	-6.1	9.0	/	/	/	11.9	/	0.788

The list goes on.
molecule	sEH act	S1P2 agonist	S1P2 antag	PostGolgi yeast	PostGolgi ctrl	CYP2C19 activ	sEH inh	CYP2C19 inhib	DAT uptake mod
Cc1nn(-c2ccccc2)c2sc(C(=O)N3CCc4ccccc4C3)cc12	/	/	/	-0.5	44.8*	0.7	/	28.2	0.217
O=C(CN1CCCCC1)Nc1cccc(Oc2ccccc2)c1	-15.4	-3.5	10.0	-0.9	4.3	0.2	13.9	76.9*	-2.38
COc1cccc(C2=CC(c3ccc(OC)c(OC)c3OC)n3nnnc3N2)c1 (centres undefined)	/	/	/	13.4	11.2	0.5	/	52.3*	0.0235
CCC(Sc1ccc2nnc(-c3ccc(F)cc3)n2n1)C(=O)OC (centres undefined)	1.0	-0.9	-12.0	8.3	11.6	0.7	2.0	26.6	-0.682
COc1ccccc1N=C(C)C1=C(O)COC1=O	10.0	0.1	-1.9	0.0	11.3	0.7	-9.0	27.5	-0.427
CCOc1ccccc1C(=O)N/N=C/c1cccc2cccnc12	1.2	-1.0	-25.5	0.5	-2.9	0.6	-3.0	40.6	-0.984
